Compound activity deposited in PubChem by National Center for Advancing Translational Sciences (NCATS).
Pf growth 96h = P. falciparum growth inhibition at 96 hours; P. falciparum luciferase reporter growth, 96 h; Potency, µM (series often up to 28.7 µM), inactives show top-dose activity change, negative = inhibition, actives largely listed as inhibitors; hit rate 6.9% among 320,000; further: potency means the concentration at half of the fitted maximal effect; on the % scale 0 is the no-effect control and ±100 the full control effect
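Infected RBCs, 2% Hct / 0.05% parasitemia final; luciferase-reporter P. falciparum; cpd 96 h, 37 C, 5% CO2; luciferase detection reagent; luminescence.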
Pf growth 48h = P. falciparum growth inhibition at 48 hours (one generation) | Potency, µM (highest dose often 28.7 µM), without a hit: at the top dose activity change, negative = inhibition, usual class: inhibitors | P. falciparum luciferase growth in erythrocytes, 48 h | hit rate 5.9% among 310,000; further: potency means the concentration at half of the fitted maximal effect; on the % scale 0 is the no-effect control and ±100 the full control effect
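Parasite viability was followed by luminescence of a genomically integrated firefly luciferase. Cultures held 0.1% parasitemia at 2% hematocrit (final), incubated under 5% CO2 at 37 C.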
Giardia FBPA inh = inhibitors of Giardia lamblia fructose-1,6-bisphosphate aldolase | Potency, µM (doses to about 59.6 µM), for the others: top-dose activity, negative = inhibition, most hits filed as inhibitors | purified Giardia FBPA | AID 2451 | hit rate 0.71% among 290,000 | A8B2U2; further: potency means the concentration at half of the fitted maximal effect; on the % scale 0 is the no-effect control and ±100 the full control effect; nearly all actives have a fitted effect of over 55% in size
Target sequence (A8B2U2 whole entry, looked up): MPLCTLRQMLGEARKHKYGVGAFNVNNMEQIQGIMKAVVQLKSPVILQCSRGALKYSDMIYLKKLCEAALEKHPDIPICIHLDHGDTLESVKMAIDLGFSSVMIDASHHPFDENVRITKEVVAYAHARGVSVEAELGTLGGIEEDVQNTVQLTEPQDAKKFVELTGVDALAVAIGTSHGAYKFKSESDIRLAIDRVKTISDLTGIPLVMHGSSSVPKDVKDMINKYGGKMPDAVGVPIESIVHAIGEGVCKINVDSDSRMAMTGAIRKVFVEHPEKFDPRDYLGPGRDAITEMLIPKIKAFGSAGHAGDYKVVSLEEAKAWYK
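40 nM FBPA preincubated 10 min at RT with compound (up to 57.5 uM final), then substrate plus GAPDH/TPI/NAD/arsenate coupling and diaphorase/resazurin added. Fluorescence read after 20 min at RT, 525/598 nm.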
Shiga toxin inh = Shiga toxin inhibition; Vero cells, Shiga toxin protein synthesis inhibition reporter; inhibition, % at 38.7 µM; hit rate 9.2% among 290,000; AID 2315; in the data active means inhibition mostly above about 28%, no sharp cut-off; inactive means mostly below about 43%; further: 0% is about no effect
Cycloheximide cs = counter-screen hit for Shiga toxin inhibitors, cycloheximide | max response, % | hit rate 12% among 300,000 | AID 2314 | cell reporter, cycloheximide protein synthesis inhibition counterscreen; in the data active means max response mostly above about 13%, no sharp cut-off; inactive means mostly below about 14%; further: read at 38.3 µM for the half of the compounds with a filed dose; 0% is about no effect
HCV inhibitor = inhibitors of hepatitis C virus infection | Huh7.5.1 HCVcc-Cre infection, luciferase reporter, 44 h | Potency, µM (titrated, usually from 41.8 µM), without a hit: top-dose activity change, negative = inhibition, usual class: inhibitors | hit rate 3.4% among 340,000 | AID 651820; further: potency means the concentration at half of the fitted maximal effect; on the % scale 0 is the no-effect control and ±100 the full control effect
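Antiviral activity was scored by luciferase reporter output from cells infected with HCVcc-Cre (~0.5 moi) in presence of compound, 44 h infection period, cells seeded 1,000/well 4 h prior.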
Numbers without * were called inactive; ? = inconclusive; . = no result given; & = joins results of further samples; [ ] = remark or other dose. Unless noted, the call rests on the fitted dose curve; in most records, active means well fitted curve in the direction sought with a large enough effect; inconclusive means small, poorly fitted or top-dose-only effect, or another doubt; inactive means no such curve, though single readings can be large; an effect the other way counts as inactive or inconclusive. No enrichment for hits, and some 24% of all compounds hit somewhere here.

(1) Cc1ccccc1OCCCC(=O)Nc1nccs1
(2) C=CCn1c(CSc2nc3ccccc3s2)nnc1SCC(=O)NCc1ccccc1
(3) COc1ccc(-c2csc(C)n2)cc1
(4) Cc1nc2cc(NC(=O)CS(=O)(=O)c3ccc(F)cc3)ccc2s1
(5) C=CCOc1ccc2nc(NC(=O)OC)[nH]c2c1
(6) O=C(CCC(=O)N(CC(=O)NC1CCCCC1)Cc1ccc(F)cc1)Nc1nccs1
(7) CC(=O)Nc1ccc(C(=O)OCC(=O)c2ccc(S(=O)(=O)N3CCCCC3)cc2)cc1
(8) CC1(C)Cc2c(C#N)c(N3CCN(C(=O)c4ccccc4)CC3)nc(Cc3ccccc3)c2CO1

screen / no.	1	2	3	4	5	6	7	8
Pf growth 96h	-5%	10µM*	?	9%	.	-15%	?	.
Pf growth 48h	.	.	96%[activator]	15%	44%[activator]	1%	?	?
Giardia FBPA inh	7%	2%	0%	.	-4%	.	.	2%
Shiga toxin inh	-8	9	56*	.	-7	4	.	-9
Cycloheximide cs	-1	1	31*	.	3	-6	.	-1
HCV inhibitor	11µM*	-1%	15%	16%	-5%	1%	-2%[8.37 µM]	10%

(9) CCc1noc(C)c1C(=O)Nc1cc(Cl)ccc1-n1cncn1
(10) Cc1cc2c(c(=O)n1Cc1ccccn1)C(C(C)C)C(C#N)=C(N)O2 (stereo unspecified)
(11) COc1ccc2c(c1)[nH]c1c(=O)n(/N=C/C3C(C)C=C(C)CC3C)c(=O)[nH]c12 (stereo unspecified)
(12) O=C1Cc2ccccc2N1c1c(Cl)cccc1Cl
(13) Cc1cc2ccccc2c(=O)n1CC(=O)NCC(=O)N(C)Cc1ccccc1
(14) CC(Oc1ccc(Cl)cc1)C(=O)OCC(=O)Nc1ncc(Cl)cc1Cl (stereo unspecified)
(15) CCOc1ccccc1NC(=O)CSc1nnc(CNC(=O)c2cccs2)o1
(16) Cn1c(=O)c2cc(S(=O)(=O)NCCC(=O)NC3CCCCCC3)ccc2n(C)c1=O

screen / no.	9	10	11	12	13	14	15	16
Pf growth 96h	25%	176%[activator]	-28%	3.3µM*	117%[activator]	.	16%	.
Pf growth 48h	26%	3%	10%	-29%	5%	4%	6%	?
Giardia FBPA inh	.	0%	-5%	-2%	1%	0%	.	8%
Shiga toxin inh	.	15	-6	3	5	-8	-3	-15
Cycloheximide cs	.	-2	-5	-3	-4	-6	-2	2
HCV inhibitor	13%	-1%	0%	7%	-25%	9%	-4%	19%

(17) CCC(=NCC1CCCO1)c1c(O)n(-c2ccccc2)c(=O)[nH]c1=O (stereo unspecified)
(18) O=C(c1ccccc1)N1CCN(CC#CC2(O)CCCCC2)CC1
(19) COCCNc1ccc([N+](=O)[O-])cc1C(=O)Nc1cccc(C)n1
(20) CS(=O)(=O)N(CC(=O)N1CCN(c2ccc(F)cc2)CC1)c1ccc(F)c(Cl)c1
(21) Cc1nn(CCCC(=O)Nc2cccnc2)c(C)c1[N+](=O)[O-]
(22) O=C(Cc1ccccc1)NCC(=O)OC(c1ccccc1)c1ccccc1
(23) CN(C)/N=C/c1ccc(Sc2ccc([N+](=O)[O-])cc2[N+](=O)[O-])o1
(24) COC(=O)N/N=C/c1c(C)nn(-c2cccc(Cl)c2)c1Cl

screen / no.	17	18	19	20	21	22	23	24
Pf growth 96h	.	.	?	.	?	?	-22%	?
Pf growth 48h	-15%	-18%	11%	-28%	-1%	22%	-11%	6%
Giardia FBPA inh	5%	7%	5%	-1%	0%	0%	-9%	-3%
Shiga toxin inh	-5	7	23	-9	22	9	13	55*
Cycloheximide cs	-2	-3	11	-7	-2	-3	-3	49*
HCV inhibitor	18%	15%	-3%	-29%	3%	3%	?	?

Quoted from the listing:
Under HCV inhibitor, compound 1 is listed with 11µM*
Under Cycloheximide cs, compound 20 is listed with -7

Next part
(25) CN(CCOc1ccccc1)C(=O)c1cc(S(=O)(=O)N2CCOCC2)ccc1Cl
(26) CC(=O)Nc1ccc(NC(=O)COc2cc(C)cc3oc(=O)cc(C)c23)cc1
(27) CCc1cc(C(=O)N2CCCC(CCC(=O)N3CCN(c4ccccn4)CC3)C2)no1 (stereo unspecified)
(28) CC(=O)c1ccc(NC(=O)NNS(=O)(=O)c2ccc([N+](=O)[O-])cc2)cc1
(29) Cc1cccc(-n2nc3c(c2NC(=O)CCCl)CSC3)c1
(30) Cn1ncc(Cl)c1C(=O)Nc1cccnc1
(31) Cc1c(NC(=O)CN2CC(C)OC(C)C2)c(=O)n(-c2ccccc2)n1C (stereo unspecified)
(32) Cc1cc(C)c(S(=O)(=O)N2CCCCC2)c(C)c1N(C)S(=O)(=O)c1ccc(Cl)cc1

screen / no.	25	26	27	28	29	30	31	32
Pf growth 96h	1%	24%	-9%	-13%	21%	9%	-19%	?
Pf growth 48h	?	29%	-23%	20%	-14%	41%[activator]	9%	9.3µM*
Giardia FBPA inh	.	-4%	4%	.	6%	0%	-25%	5%
Shiga toxin inh	.	2	6	-9	-6	-4	-5	-1
Cycloheximide cs	.	12	-2	21	-4	-4	-5	0
HCV inhibitor	?	3%	?	7%	1%	5%	8%&24%	?

(33) CCOc1ccccc1CN1CCNC(=O)C1CC(=O)NCc1ccccn1 (stereo unspecified)
(34) O=S(=O)(Nc1ccc(-c2cnco2)cc1)c1ccccc1
(35) COc1cc(/C=C(\C(=O)O)c2ccc(S(=O)(=O)N3CCCC3)s2)cc(OC)c1
(36) CCOC(=O)N1CCC(NC(=O)c2sc3nc4n(c(=O)c3c2C)CCCC4)CC1
(37) O=C(CSc1nnc(Nc2ccccc2)s1)NCCN1C(=O)CSC1=O
(38) CCN(CC)c1ccc(C2C(C(=O)OCCOC(C)C)=C(C)NC3=C2C(=O)CCC3)cc1 (stereo unspecified)
(39) Cc1ccccc1C(O)c1ccncc1 (stereo unspecified)
(40) c1cc2c(cc1-c1csc(NNC3=NCCCCC3)n1)OCCO2

screen / no.	33	34	35	36	37	38	39	40
Pf growth 96h	?	?	1%	2.3µM*	?	264%[activator]	2%	?
Pf growth 48h	?	-11%	-1%	.	44%[activator]	-29%	.	?
Giardia FBPA inh	.	-2%	.	1%	-1%	-3%	-2%	14µM*
Shiga toxin inh	14	-7	.	-8	2	-1	-17	55*
Cycloheximide cs	-2	1	.	-3	2	-4	-1	37*
HCV inhibitor	10%	-10%	25%	11%	46%[activator]	-4%	1%	?

3 entries from above, ordered by formula weight, high to low.
(35) COc1cc(/C=C(\C(=O)O)c2ccc(S(=O)(=O)N3CCCC3)s2)cc(OC)c1
(36) CCOC(=O)N1CCC(NC(=O)c2sc3nc4n(c(=O)c3c2C)CCCC4)CC1
(33) CCOc1ccccc1CN1CCNC(=O)C1CC(=O)NCc1ccccn1 (stereo unspecified)

screen / no.	35	36	33
Pf growth 96h	1%	2.3µM*	?
Pf growth 48h	-1%	.	?
Giardia FBPA inh	.	1%	.
Shiga toxin inh	.	-8	14
Cycloheximide cs	.	-3	-2
HCV inhibitor	25%	11%	10%

(listing goes on)
(41) CC(=O)Nc1ccc(S(=O)(=O)Nc2ccc(C)c([N+](=O)[O-])c2)cc1
(42) CCc1noc(C)c1C(=O)N(C)CC(=O)Nc1ccc(Br)cc1C
(43) Cc1ccc(S(=O)(=O)N(Cc2cc3ccc(C)cc3[nH]c2=O)c2ccccc2)cc1
(44) O=C1CC(N2CCN(S(=O)(=O)c3ccc(Cl)cc3)CC2)C(=O)N1CCc1ccccc1 (stereo unspecified)
(45) COc1ccc(Cl)cc1-c1nc(SCC(=O)NC(C)C)n[nH]1
(46) CCOc1cccc2sc(=NC(=O)c3ccc(S(=O)(=O)N4CCOCC4)cc3)n(C)c12
(47) COc1ccccc1NC(=O)Nc1nc2ccc(S(N)(=O)=O)cc2s1
(48) O=C(NCCN1CCCCCC1)C1CCN(S(=O)(=O)N2CCOCC2)CC1

screen / no.	41	42	43	44	45	46	47	48
Pf growth 96h	?	?	?	?	20%	?	3%	33%[activator]
Pf growth 48h	?	20%	?	?	8%	?	34%[activator]	0%
Giardia FBPA inh	-1%	.	-2%	1%	1%	5%	-11%	-3%
Shiga toxin inh	10	.	0	-3	-9	-9	89*	14
Cycloheximide cs	-5	.	-3	-4	-4	-2	67*	2
HCV inhibitor	-15%	6%	-21%	-13%	-5%	?	?	-12%

(49) COC(=O)c1cc(C(=O)OCC(=O)c2ccc3c(c2)NC(=O)CO3)cc([N+](=O)[O-])c1
(50) N#CCCN(C(=O)COC(=O)c1cccc(S(=O)(=O)Nc2ccc([N+](=O)[O-])cc2)c1)c1ccccc1
(51) CCOC(=O)C1CCN(C(=O)c2ccc3c(SCC(=O)O)c4c(nc3c2)CCCC4)CC1
(52) CN(C)NC(=S)Nc1ccc(S(=O)(=O)N2CCCCC2)cc1
(53) Cc1nc(CS(=O)(=O)c2ccccc2)cc(N2CCOCC2)n1
(54) CCc1ccc(-c2nc(CS(=O)CC(=O)NCc3ccc4c(c3)OCO4)c(C)o2)cc1 (stereo unspecified)
(55) CCc1nc(N)nc2c1C(=O)CC(C)(C)C2
(56) CC(=O)c1sccc1NC(=O)CC(C)(C)CC(=O)O

screen / no.	49	50	51	52	53	54	55	56
Pf growth 96h	2%	28%	-10%	-27%	122%[activator]	?	?	17%
Pf growth 48h	5%	11%	12%	-15%	55%[activator]	28%	-8%	18%
Giardia FBPA inh	.	26%	12%	-24%	1%	.	14%	0%
Shiga toxin inh	.	-8	44	-4	55	2	27	-5
Cycloheximide cs	.	-5	6	-2	24	2	0	-1
HCV inhibitor	2%	6%	22%	4%	4%	-24%	1%	15%

(57) O=c1cc(C(F)(F)F)c2sc(N3CCCCC3)nc2[nH]1
(58) CCOC(=O)CN(C(=O)CSc1nnc(COc2ccc(OC)cc2)n1CC)c1ccccc1
(59) O=S(=O)(Nc1ccc(-n2cnnn2)cc1)c1cccc(Cl)c1
(60) Cc1cc(C)n(Cc2ccc(F)cc2)c(=O)c1C#N
(61) COc1ccc(C(CNC(=O)c2cc3ccccc3cc2OC)N2CCCC2)cc1 (stereo unspecified)
(62) COc1ccc(CCNC(=O)C2CCN(S(=O)(=O)c3ccc(OC)cc3)CC2)cc1
(63) CCC(=O)Nc1c2c(nn1-c1ccccc1C)CSC2
(64) CCOc1ccc(C(F)(F)F)cc1NC(=O)COc1ccc(C(F)(F)F)cc1[N+](=O)[O-]

screen / no.	57	58	59	60	61	62	63	64
Pf growth 96h	56%	6.6µM*	-1%	?	4.1µM*	-22%	4%	?
Pf growth 48h	-19%	8.3µM*	?	-5%	.	0%	-24%	-5%
Giardia FBPA inh	-14%	2%	.	0%	0%	0%	0%	3%
Shiga toxin inh	-17	-5	.	-11	-10	-11	11	3
Cycloheximide cs	1	2	.	1	-1	-1	-5	-1
HCV inhibitor	0%	6%	0%	13%	?	-15%	10%	?

(65) O=C(Nc1ccccc1)c1cc([N+](=O)[O-])ccc1NCc1cccnc1
(66) Cc1ccc(S(=O)(=O)N(C)CCCC(=O)N2CCN(c3ccccn3)CC2)cc1
(67) Cn1c(N/N=C/c2cccs2)cc(=O)n(C)c1=O
(68) Fc1ccccc1-c1csc(-c2cccnc2)n1
(69) O=c1cccc2n1CC1CC2CN(Cc2cccc(Cl)c2Cl)C1 (stereo unspecified)
(70) COc1ccc(C(=O)NC(=S)Nc2cccnc2)cc1[N+](=O)[O-]

screen / no.	65	66	67	68	69	70
Pf growth 96h	?	.	-6%	78%[activator]	.	5%
Pf growth 48h	?	13µM*	.	116%[activator]	4.7µM*	-1%
Giardia FBPA inh	2%	2%	?	-8%	-9%	-15%
Shiga toxin inh	1	16	22	38*	8	22
Cycloheximide cs	-1	-2	21*	48*	-6	3
HCV inhibitor	-19%	?	-10%	-6%	?	-27%
